Screening data: PubChem, Broad Institute
T cruzi HTS = inhibitors of intracellular Trypanosoma cruzi, primary screen, cell-based, plate reader, single point, set 2. actives 4.9% (n = 22,000). activity score (inhibition), % at 5.01 µM. intracellular Trypanosoma cruzi in host cells; in the data active means activity score above about 55%;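 further: parasites and compound incubated about four days before reading; 0% = median of neutral control wells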
INS-1E rescue = protection of INS-1E cells from cytokine death, primary screen, ATP luminescence, single point; INS-1E cytokine-induced death, 48 h; normalised: neutral wells 0, positive control 100; protection from cytokine-induced ATP loss, % at 10 µM; actives 0.1% (n = 20,000); AID 488910, 2010;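 active means mean replicate protection from cytokine-induced ATP loss at least 50% and at least 75% of replicates each reaching 50%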
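Assay system – rat INS-1E insulinoma cell line · Quantity – 8000 cells per well · Buffer or medium – RPMI without phenol red, 5% FBS · Schedule – 48 h co-treatment, 10 min post-lysis read · Technique – luminescent ATP assay (CellTiter-Glo)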
Starred values were filed as active, the others as inactive; x = not tested or not shown.

molecule	T cruzi HTS	INS-1E rescue
C[C@@H]1CN([C@H](C)CO)C(=O)c2cccc(NC(=O)Nc3ccc4c(c3)OCO4)c2O[C@@H]1CN(C)Cc1ccc(-c2ccccc2)cc1	15.7	-41.3
CNC[C@H]1Oc2c(NS(=O)(=O)c3ccc(Cl)cc3)cccc2C(=O)N([C@H](C)CO)C[C@@H]1C	-9.8	2.1
C[C@H]1CN([C@@H](C)CO)C(=O)c2cccc(NC(=O)CCCCCC(=O)Nc3ccccc3N)c2O[C@H]1CN(C)C(=O)Nc1ccc(F)cc1	17.5	-2.4
C[C@@H]1CN([C@H](C)CO)C(=O)Cc2cc(NC(=O)C3CC3)ccc2O[C@H]1CN(C)S(=O)(=O)c1cn(C)cn1	-15.5	6.9
COc1ccc(S(=O)(=O)N(C)C[C@@H]2OCCCC[C@@H](C)Oc3ccc(NC(=O)Nc4cccc5ccccc45)cc3C(=O)N([C@H](C)CO)C[C@@H]2C)cc1	10.3	-6.7
C[C@H](CO)N1C[C@H](C)[C@H](CN(C)S(=O)(=O)c2ccc(Cl)cc2)Oc2ccc(NC(=O)NC3CCCCC3)cc2CC1=O	2.6	-0.2
C[C@H](CO)N1C[C@H](C)[C@H](CN(C)Cc2ccc(Oc3ccccc3)cc2)Oc2ccc(NC(=O)Nc3ccc(C(F)(F)F)cc3)cc2CC1=O	63.7*	-51.7
COc1ccc(S(=O)(=O)N(C)C[C@H]2Oc3ccc(NS(C)(=O)=O)cc3CC(=O)N([C@H](C)CO)C[C@H]2C)cc1	-3.7	4.8
C[C@@H]1CN([C@H](C)CO)C(=O)c2cccc(NS(=O)(=O)c3ccc(Cl)cc3)c2O[C@H]1CN(C)S(=O)(=O)c1ccccc1	12.4	14.7
CC(C)NC(=O)Nc1ccc2c(c1)C(=O)N([C@@H](C)CO)C[C@H](C)[C@H](CN(C)C(=O)Nc1ccc(F)cc1)O2	-18.4	0.1
CC(C)NC(=O)N(C)C[C@H]1Oc2c(NC(=O)Nc3ccc4c(c3)OCO4)cccc2C(=O)N([C@@H](C)CO)C[C@@H]1C	-7.1	0.2
C[C@@H]1CN([C@H](C)CO)C(=O)c2cccc(NC(=O)C3CCOCC3)c2O[C@@H]1CN(C)Cc1ccccc1	-9.0	1.0
Cc1noc(C)c1S(=O)(=O)Nc1ccc2c(c1)C(=O)N([C@@H](C)CO)C[C@H](C)[C@H](CN(C)C(=O)Nc1ccc3c(c1)OCO3)O2	-8.7	x
C[C@@H]1CN([C@H](C)CO)C(=O)c2cc(NC(=O)Cc3cn(C)c4ccccc34)ccc2O[C@H]1CN(C)CC1CCCCC1	20.2	-16.7
C[C@H](CO)N1C[C@H](C)[C@@H](CN(C)CC2CCCCC2)Oc2ccc(NC(=O)Nc3ccc(F)cc3)cc2C1=O	31.2	1.2
COc1ccc(S(=O)(=O)Nc2ccc3c(c2)CC(=O)N([C@@H](C)CO)C[C@H](C)[C@H](CN(C)Cc2ccc(C(=O)O)cc2)O3)cc1	-28.2	14.4
COc1ccc(S(=O)(=O)Nc2ccc3c(c2)CC(=O)N([C@H](C)CO)C[C@H](C)[C@H](CN(C)S(=O)(=O)c2cccs2)O3)cc1	-18.4	11.9
Cc1noc(C)c1NC(=O)N(C)C[C@@H]1Oc2ccc(NS(=O)(=O)c3c(C)noc3C)cc2C(=O)N([C@@H](C)CO)C[C@H]1C	-27.4	5.5
C[C@@H]1CN([C@H](C)CO)C(=O)Cc2cc(NC(=O)Cc3ccccc3)ccc2O[C@@H]1CN(C)Cc1ccncc1	36.7	1.2
Cc1cccc(S(=O)(=O)N(C)C[C@@H]2OCc3cnnn3CCCC(=O)N([C@H](C)CO)C[C@H]2C)c1	5.0	x

Rewritten as labelled records: part of the list above
> C[C@H](CO)N1C[C@H](C)[C@H](CN(C)S(=O)(=O)c2ccc(Cl)cc2)Oc2ccc(NC(=O)NC3CCCCC3)cc2CC1=O
  T cruzi HTS: 2.6
  INS-1E rescue: -0.2
> C[C@H](CO)N1C[C@H](C)[C@H](CN(C)Cc2ccc(Oc3ccccc3)cc2)Oc2ccc(NC(=O)Nc3ccc(C(F)(F)F)cc3)cc2CC1=O
  T cruzi HTS: 63.7*
  INS-1E rescue: -51.7

(cont.)
molecule	T cruzi HTS	INS-1E rescue
C[C@@H]1CN([C@@H](C)CO)C(=O)c2cccc(NC(=O)Nc3ccc4c(c3)OCO4)c2O[C@H]1CN(C)Cc1ccccc1	9.3	-3.0
C[C@@H]1CN([C@H](C)CO)C(=O)Cc2cc(NC(=O)CCC(F)(F)F)ccc2O[C@@H]1CN(C)C(=O)Nc1ccccc1	-5.2	3.4
C[C@@H]1CN([C@H](C)CO)C(=O)c2cc(NC(=O)Nc3ccc4c(c3)OCO4)ccc2O[C@H]1CN(C)S(=O)(=O)c1ccc(F)cc1	1.0	x
COc1ccc(NC(=O)Nc2ccc3c(c2)CC(=O)N([C@H](C)CO)C[C@@H](C)[C@@H](CN(C)CC2CCCCC2)O3)cc1	27.3	-12.4
C[C@H]1CN([C@@H](C)CO)C(=O)c2cccc(NC(=O)Nc3ccc(C(F)(F)F)cc3)c2O[C@H]1CN(C)S(=O)(=O)c1ccccc1	11.5	-30.6
C[C@@H]1CN([C@H](C)CO)C(=O)c2cccc(NC(=O)c3ccc(-c4nccs4)cc3)c2O[C@@H]1CN(C)C(=O)Nc1ccc(F)cc1	0.2	-16.1
C[C@@H]1CN([C@@H](C)CO)C(=O)c2cc(NS(C)(=O)=O)ccc2O[C@H]1CN(C)C(=O)Nc1ccc2c(c1)OCO2	-20.7	2.0
Cc1ccc(S(=O)(=O)Nc2ccc3c(c2)CC(=O)N([C@@H](C)CO)C[C@H](C)[C@H](CN(C)Cc2ccc(C(=O)Nc4ccccc4N)cc2)O3)cc1	66.2*	26.3
C[C@@H]1CN([C@@H](C)CO)C(=O)c2cccc(NC(=O)C3CCOCC3)c2O[C@H]1CN(C)C(=O)Nc1ccccc1	-15.8	10.3
CNC[C@@H]1Oc2ccc(NC(=O)Nc3ccccc3)cc2C(=O)N([C@H](C)CO)C[C@H]1C	-12.9	8.1
CC(C)NC(=O)Nc1ccc2c(c1)C(=O)N([C@@H](C)CO)C[C@@H](C)[C@@H](CN(C)S(=O)(=O)c1cn(C)cn1)O2	3.3	x
Cc1noc(C)c1NC(=O)Nc1ccc2c(c1)CC(=O)N([C@H](C)CO)C[C@@H](C)[C@H](CN(C)C(=O)Nc1ccccc1)O2	-16.4	-0.3
CC(C)NC(=O)Nc1cccc2c1O[C@@H](CN(C)C(=O)Nc1ccc(C(F)(F)F)cc1)[C@@H](C)CN([C@@H](C)CO)C2=O	9.3	-6.8
COc1ccc(NC(=O)Nc2ccc3c(c2)CC(=O)N([C@@H](C)CO)C[C@H](C)[C@@H](CN(C)Cc2ccc(-c4ccccc4)cc2)O3)cc1	20.5	2.5
C[C@H]1CN([C@@H](C)CO)C(=O)c2cc(NS(=O)(=O)c3cccs3)ccc2O[C@H]1CN(C)C(=O)Nc1cccc2ccccc12	4.8	-5.4
CC(C)NC(=O)N(C)C[C@H]1Oc2ccc(NC(=O)Cn3cnnn3)cc2C(=O)N([C@H](C)CO)C[C@@H]1C	-2.1	-0.2
C[C@@H]1CN([C@H](C)CO)C(=O)c2cccc(NC(=O)c3ccncc3)c2O[C@@H]1CN(C)C(=O)Nc1ccc2c(c1)OCO2	-36.1	6.8
Cc1noc(C)c1NC(=O)Nc1ccc2c(c1)C(=O)N([C@H](C)CO)C[C@H](C)[C@@H](CN(C)Cc1ccncc1)O2	-12.9	4.9
CC(C)NC(=O)N(C)C[C@@H]1Oc2c(NC(=O)c3nc4ccccc4s3)cccc2C(=O)N([C@@H](C)CO)C[C@H]1C	0.1	2.6
C[C@H]1CN([C@@H](C)CO)C(=O)c2cc(NC(=O)CCC(F)(F)F)ccc2O[C@H]1CN(C)CC1CCCCC1	-6.9	-5.8

molecule	T cruzi HTS	INS-1E rescue
C[C@@H]1CN([C@H](C)CO)C(=O)c2cccc(NC(=O)c3ccncc3)c2O[C@H]1CN(C)S(=O)(=O)c1ccc(F)cc1	-19.8	2.9
C[C@H]1CN([C@@H](C)CO)C(=O)Cc2cc(NC(=O)CCC(F)(F)F)ccc2O[C@@H]1CN(C)Cc1ccc(C(F)(F)F)cc1	64.5*	-1.2
C[C@H]1CN([C@@H](C)CO)C(=O)c2cccc(NS(=O)(=O)c3ccccc3)c2O[C@H]1CN(C)S(C)(=O)=O	-24.7	12.8
C[C@@H]1CN([C@H](C)CO)C(=O)c2cccc(NC(=O)Nc3ccc(F)cc3)c2O[C@@H]1CN(C)S(=O)(=O)c1cccs1	0.7	-19.7
Cc1noc(C)c1NC(=O)N(C)C[C@H]1Oc2ccc(NC(=O)CCC(F)(F)F)cc2C(=O)N([C@@H](C)CO)C[C@H]1C	-5.0	12.6
C[C@@H]1CN([C@H](C)CO)C(=O)c2cccc(NC(=O)Nc3ccc(F)cc3)c2O[C@@H]1CN(C)Cc1ccccc1	-15.0	-0.1
CC(C)NC(=O)Nc1cccc2c1O[C@H](CN(C)C(=O)Nc1ccc(F)cc1)[C@H](C)CN([C@H](C)CO)C2=O	-15.1	13.3
CC(C)NC(=O)N(C)C[C@@H]1Oc2c(NC(=O)C3CCOCC3)cccc2C(=O)N([C@@H](C)CO)C[C@@H]1C	-31.8	3.0
C[C@@H]1CN([C@H](C)CO)C(=O)c2cccc(NC(=O)c3ccncc3)c2O[C@H]1CN(C)Cc1ccc(Cl)c(Cl)c1	75.9*	0.8
C[C@H]1CN([C@@H](C)CO)C(=O)Cc2cc(NC(=O)c3ccncc3)ccc2O[C@@H]1CN(C)C(=O)Nc1cccc2ccccc12	-13.0	1.6
C[C@H](CO)N1C[C@H](C)[C@@H](CN(C)S(=O)(=O)c2ccc(Cl)cc2)Oc2ccc(NC(=O)Cc3ccccc3)cc2C1=O	14.0	-1.6
C[C@@H]1CN([C@@H](C)CO)C(=O)c2cc(NC(=O)Cc3ccccc3)ccc2O[C@H]1CN(C)C(=O)Nc1cccc2ccccc12	-8.2	1.7
C[C@@H]1CN([C@H](C)CO)C(=O)Cc2cc(NC(=O)Nc3ccc4c(c3)OCO4)ccc2O[C@@H]1CN(C)C(=O)Nc1cccc2ccccc12	-7.5	9.4
C[C@@H]1CN([C@@H](C)CO)C(=O)Cc2cc(NC(=O)CCC(F)(F)F)ccc2O[C@@H]1CN(C)C(=O)Nc1cccc2ccccc12	1.4	2.8
C[C@@H]1CN([C@H](C)CO)C(=O)c2cc(NC(=O)CCC(F)(F)F)ccc2O[C@@H]1CN(C)S(C)(=O)=O	0.8	7.5
C[C@H]1CN([C@@H](C)CO)C(=O)c2cc(NC(=O)CCN3CCOCC3)ccc2O[C@H]1CN(C)S(=O)(=O)c1cccs1	-16.4	6.3
CC(C)OC(=O)N(C)C[C@H]1OCc2cnnn2CCCC(=O)N([C@@H](C)CO)C[C@H]1C	0.9	x
C[C@@H]1CN([C@H](C)CO)C(=O)c2cccc(NC(=O)c3cnccn3)c2O[C@H]1CN(C)CC1CC1	-18.4	3.4
C[C@H]1CN([C@@H](C)CO)C(=O)c2cc(NC(=O)Nc3ccc(F)cc3)ccc2O[C@H]1CN(C)Cc1ccc(C(=O)Nc2ccccc2N)cc1	51.0	-3.7
C[C@H](CO)N1C[C@H](C)[C@H](CN(C)Cc2ccc3c(c2)OCO3)Oc2ncc(-c3cc4ccccc4o3)cc2C1=O	77.6*	x

molecule	T cruzi HTS	INS-1E rescue
CC(C)NC(=O)Nc1ccc2c(c1)C(=O)N([C@H](C)CO)C[C@H](C)[C@H](CN(C)C(=O)Nc1ccc(F)cc1)O2	-0.4	2.5
C[C@H](CO)N1C[C@H](C)[C@@H](CN(C)Cc2ccc(C(=O)O)cc2)Oc2c(NC(=O)Nc3ccccc3)cccc2C1=O	-22.7	2.1
C[C@@H]1CN([C@@H](C)CO)C(=O)c2cccc(NC(=O)CCCCCC(=O)Nc3ccccc3N)c2O[C@H]1CN(C)S(=O)(=O)c1ccc(F)cc1	-6.2	-14.5
Cc1noc(C)c1NC(=O)Nc1ccc2c(c1)CC(=O)N([C@@H](C)CO)C[C@@H](C)[C@@H](CN(C)Cc1ccc3c(c1)OCO3)O2	-5.0	0.2

Entries shown so far that have two or more sulfur atoms:
molecule	T cruzi HTS	INS-1E rescue
COc1ccc(S(=O)(=O)N(C)C[C@H]2Oc3ccc(NS(C)(=O)=O)cc3CC(=O)N([C@H](C)CO)C[C@H]2C)cc1	-3.7	4.8
C[C@@H]1CN([C@H](C)CO)C(=O)c2cccc(NS(=O)(=O)c3ccc(Cl)cc3)c2O[C@H]1CN(C)S(=O)(=O)c1ccccc1	12.4	14.7
COc1ccc(S(=O)(=O)Nc2ccc3c(c2)CC(=O)N([C@H](C)CO)C[C@H](C)[C@H](CN(C)S(=O)(=O)c2cccs2)O3)cc1	-18.4	11.9
C[C@H]1CN([C@@H](C)CO)C(=O)c2cc(NS(=O)(=O)c3cccs3)ccc2O[C@H]1CN(C)C(=O)Nc1cccc2ccccc12	4.8	-5.4
C[C@H]1CN([C@@H](C)CO)C(=O)c2cccc(NS(=O)(=O)c3ccccc3)c2O[C@H]1CN(C)S(C)(=O)=O	-24.7	12.8
C[C@@H]1CN([C@H](C)CO)C(=O)c2cccc(NC(=O)Nc3ccc(F)cc3)c2O[C@@H]1CN(C)S(=O)(=O)c1cccs1	0.7	-19.7
C[C@H]1CN([C@@H](C)CO)C(=O)c2cc(NC(=O)CCN3CCOCC3)ccc2O[C@H]1CN(C)S(=O)(=O)c1cccs1	-16.4	6.3
